# Screens deposited in PubChem BioAssay by NCI.
# All columns: NCI-60 one-dose screen, growth in % after 48 h at 10 µM unless noted; 100 = growth as untreated, 0 = no growth, -100 = all killed.
# NCI-H460: NCI-H460 lung cancer; actives 6.8% (n = 82,000); AID 1794736
# HT29: HT29 colon cancer; actives 7.4% (n = 81,000); AID 1794748
# NCI/ADR-RES: NCI/ADR-RES ovarian cells | actives 4.4% (n = 81,000)
# HCT-116: HCT-116 colon cancer. AID 1794798. actives 7.3% (n = 82,000)
# NCI-H322M: NCI-H322M lung cancer | actives 2.7% (n = 80,000)
# HCT-15: HCT-15 colon cancer; actives 5.2% (n = 82,000)
# NCI-H226: NCI-H226 lung cancer | actives 3.5% (n = 79,000)
# COLO 205: COLO 205 colon cancer. AID 1794742. actives 7.3% (n = 79,000)
# NCI-H522: NCI-H522 lung cancer. actives 8% (n = 78,000). AID 1794739
# * hit, by the source's call; . = no result given; & = joins results of further samples. How the source made its calls: active means growth percent below 10; inactive means the rest.
SMILES,NCI-H460,HT29,NCI/ADR-RES,HCT-116,NCI-H322M,HCT-15,NCI-H226,COLO 205,NCI-H522
CCN(CC)c1nc2sc3cc(Cl)ccc3n2c(=N)c1C#N,96,54,81,87,92,102,57,.,88
CCCCc1nc(Cl)c(C2CC(c3ccc4c(c3)OCO4)=NN2c2cc(Cl)cc(Cl)c2)[nH]1 (stereo not drawn),77,85,93,88,91,87,87,91,96
O=C(CCCCC(=O)OC(CCC1CCCO1)CCC1CCCO1)OC(CCC1CCCO1)CCC1CCCO1 (stereo not drawn),101,92,100,101,99,115,87,97,70
FC(F)(F)C1=NN=C(c2ccc(Cl)cc2)/C1=C/c1ccco1,86,60,69,87,.,65,100,88,69
CC1=C(C(=O)Nc2ccccc2)C(c2cccc(Cl)c2Cl)n2c(nc3ccccc32)N1 (stereo not drawn),26,22,46,30,60,36,70,64,25
N#Cc1c(-c2ccc(Cl)cc2)nc(SCC(=O)c2ccccc2)[nH]c1=O,104,96,97,99,92,98,95,100,91
Cc1nc2ccc(-c3cc(C(F)(F)F)cc(C(F)(F)F)c3)cc2c(=O)n1-c1ccccc1,.,69,84,92,81,74,90,114,82
CSc1nc(-c2cccc(N)c2)c(C#N)c(=O)n1C,102,111,108,103,100,100,104,119,90
Cn1c(=O)c2c(nc(Sc3nc(N)cc(=O)[nH]3)n2CC(=O)N2CCc3ccccc32)n(C)c1=O,101,101,100,92,91,99,92,112,94
COc1ccc(C2=Nc3c(C)nn(-c4ccccc4)c3NC(c3ccc(Oc4ccnc5cc(Cl)ccc45)c(OC)c3)C2)cc1 (stereo not drawn),82,56,80,46,95,63,74,84,62
COc1ccccc1C(C#N)N1CCCN(C(C#N)c2ccccc2OC)C1c1cc(Cl)cc(Cl)c1O (stereo not drawn),111,110,121,107,118,106,105,117,105
O=C(O)/C=C/C(=O)c1ccc(Cl)cc1,112,91,109,108,104,103,113,120,80
Clc1ccc(/C=N/N=c2\scc(-c3ccc(Br)cc3)n2/N=C/c2ccc(Cl)cc2)cc1,100,63,101,89,105,89,99,114,48
CC1=C(C(=O)c2cnccn2)C(c2ccc(F)cc2)NC(=O)N1 (stereo not drawn),107,105,104,101,103,106,101,.,92
OC(CCCCCCCCC(O)CN1CCc2ccccc2C1)CN1CCc2ccccc2C1 (stereo not drawn),108,114,98,98,87,95,100,101,105
O=c1[nH]c(N2CCCCC2)nc2nccc(-c3ccncc3)c12,106,106,105,111,96,92,100,115,96
COc1cc2oc(-c3cccc(C(=O)NCC(=O)OC(C)(C)C)c3)cc(=O)c2c(OC)c1OC,81,97,70,79,92,50,74,105,70
N/C(=N\C(N)=N\c1nc2ccccc2s1)c1ccc(C(F)(F)F)cc1,23,105,30,56,100,29,70,119,88
Cc1ccc(O)c(O)c1,108,110,98,98,97,102,90,120,25
FC(F)(F)C(F)(F)C(F)(F)C(F)(F)C(F)(F)C(F)(F)OC(F)(F)C(F)(F)C(F)(F)C(F)(F)C(F)(F)C(F)(F)F,123,98,113,103,111,104,97,97,99
C=CCn1c(CN2CCN(c3cc4c(cc3F)c(=O)c(C(=O)O)cn4C3CC3)CC2)n[nH]c1=S,108,90,99,105,89,103,110,102,88
COC(=O)C1C2OC(C(Br)C2Br)C1C(=O)OC (stereo not drawn),114,93,98,109,113,93,127,95,89
CCOC(=O)C(C(=O)OCC)(C1CCCCCC1)N1CCCCC1,115,103,105,103,105,107,102,110,102
CC12CCC3C4(C)COC(c5cccc(Cl)c5)OC4CCC3(C)C1CC(C1=CCOC1=O)O2 (stereo not drawn),65,72,78,48,93,76,62,71,57
CCCCOc1nc2cc(Cl)ccc2cc1-c1cc(-c2ccc(F)cc2)nc(-c2ccc(F)cc2)c1,104,102,103,97,95,107,99,108,98

# Record cards, from the list above. Order of values: NCI-H460 | HT29 | NCI/ADR-RES | HCT-116 | NCI-H322M | HCT-15 | NCI-H226 | COLO 205 | NCI-H522
# OC(CCCCCCCCC(O)CN1CCc2ccccc2C1)CN1CCc2ccccc2C1 (stereo not drawn) as listed: 108 | 114 | 98 | 98 | 87 | 95 | 100 | 101 | 105
# CCOC(=O)C(C(=O)OCC)(C1CCCCCC1)N1CCCCC1 as listed: 115 | 103 | 105 | 103 | 105 | 107 | 102 | 110 | 102
# CCCCOc1nc2cc(Cl)ccc2cc1-c1cc(-c2ccc(F)cc2)nc(-c2ccc(F)cc2)c1 as listed: 104 | 102 | 103 | 97 | 95 | 107 | 99 | 108 | 98

# Following part.
SMILES,NCI-H460,HT29,NCI/ADR-RES,HCT-116,NCI-H322M,HCT-15,NCI-H226,COLO 205,NCI-H522
CC(=O)OC[C@]12CC[C@H]3[C@@H](C[C@H]4O[C@]45CC=CC(=O)[C@]35C)[C@]1(O)CC[C@@]2(O)[C@@](C)(O)C1CC(C)=C(C)C(=O)O1 (stereo partly drawn),-51*,-21*,39,-29*,-54*,0.0*,-28*,-36*,-54*
S=C(Nc1ccc(OCc2nc3ccccc3[nH]2)cc1)NC1CCCCC1,125,102,106,102,106,106,105,110,52
N=C(N)N=Nc1ccc(NN=C(N)N)cc1,86,91,110,86,126,102,82,64,88
C=CCOC(=O)c1ccccc1C(=O)OCC1CO1 (stereo not drawn),113,102,105,101,.,107,107,109,.
OCc1cc(Cl)cc(CO)c1O,106,109,97,100,110,97,93,128,95
CC(=O)C1C(=O)C(=O)N(c2ccc([N+](=O)[O-])cc2Cl)C1=O (stereo not drawn),107,105,107,93,114,105,95,108,95
O=C(NCCN1CCC(O)CC1)c1cc2c(o1)C(=O)c1ccccc1C2=O,-76*,-5.3*,-26*,-81*,-99*,-81*,-78*,.,-56*
CN1CCN(c2ccc(NC(=O)c3cncnc3Nc3ccc4c(ccn4Cc4cccc(F)c4)c3)cc2)CC1,31,-40*,76,13,93,-6.2*,86,-34*,76
COc1ccc(-c2nc(-c3ccccc3)c(-c3ccccc3)n2C2CC2)cc1OC1CCCC1,16,34,41,27,69,37,87,47,56
c1cc2cccc3c4cccc5cccc(c(c1)c23)c54,109,110,108,103,119,100,99,104,.
Cc1ncc(CO)n1Cc1ccc(Cl)cc1,106,100,112,100,99,96,104,114,92
N#CCCN1C/C(=C/c2ccc(Br)cc2)C(=O)/C(=C/c2ccc(Br)cc2)C1,-55*,-34*,17,-51*,-23*,0.5*,-78*,-94*,-68*
Cc1c2ccccc2nc(CSc2ccccc2)[n+]1[O-],104,102,102,102,102,101,97,107,92
CN1CCN(Cc2ccc(NC(=O)c3[nH]ncc3Nc3ncnc4sccc34)cc2)CC1,5.4*,17,16,6.9*,22,8.0*,11,-8.1*,14
COc1ccc(-c2nnc(COc3ccc(NC(=O)Nc4cc(C(F)(F)F)cc(C(F)(F)F)c4)cc3F)o2)cc1,4.8*,2.1*,11,2.5*,23,10,7.4*,-41*,-18*
O=C1CSC(c2cn(-c3ccccc3)nc2-c2ccc(F)cc2)N1c1ccccc1 (stereo not drawn),106,117,106,92,111,97,91,123,93
NC1=CSc2ncnc3ncn1c23,103,100,96,105,90,97,94,105,.
COc1cc2cc3c(nc2cc1OC)CCN3Cc1ccc(NC(=O)Nc2ccc(F)cc2F)cc1,98,103,73,81,85,79,79,91,63
O=C1CCN(Cc2ccco2)C(=S)N1,109,101,110,105,120,103,98,112,107
CCOc1ccccc1N1C(=O)CC(Sc2ccccc2N)C1=O (stereo not drawn),111,108,96,104,113,107,.,102,91
Cc1nc(NC(=S)Nc2ccc(F)cc2)sc1C(=O)NNC(=S)Nc1ccc(F)cc1,70,62,78,45,87,62,61,86,34
COC(=O)c1nc(N)nc(C(=O)OC)c1C(=O)c1ccc(C)cc1,115,109,117,112,110,104,113,122,96
COc1cc(Nc2cc(O)c3c(=O)cc(-c4ccccc4)oc3c2)cc(OC)c1,7.6*,3.6*,22,13,44,25,68,48,-35*
O=C1/C=C(/c2cc3ccccc3o2)Nc2ccccc2NC1=O,105,102,108,97,99,94,95,59,89
Cc1ccc(-c2nnc(-c3ccncc3)o2)c(N)c1C,106,80,101,87,92,96,102,103,66

# Some of the entries above in another layout:
# Each structure is followed by: NCI-H460	HT29	NCI/ADR-RES	HCT-116	NCI-H322M	HCT-15	NCI-H226	COLO 205	NCI-H522
> CC(=O)OC[C@]12CC[C@H]3[C@@H](C[C@H]4O[C@]45CC=CC(=O)[C@]35C)[C@]1(O)CC[C@@]2(O)[C@@](C)(O)C1CC(C)=C(C)C(=O)O1 (stereo partly drawn)
 : -51*	-21*	39	-29*	-54*	0.0*	-28*	-36*	-54*
> S=C(Nc1ccc(OCc2nc3ccccc3[nH]2)cc1)NC1CCCCC1
 : 125	102	106	102	106	106	105	110	52

# The list continues:
SMILES,NCI-H460,HT29,NCI/ADR-RES,HCT-116,NCI-H322M,HCT-15,NCI-H226,COLO 205,NCI-H522
O=[N+]([O-])c1ccc(O)c(/C=N\Nc2ccc(S(=O)(=O)O)cc2)c1,109&118,103&111,102&100,110&101,101&112,102&103,94&106,110&101,93&111
CS(=O)(=O)c1ccc(-n2nc(-c3ccc(Br)cc3)c3ccccc3c2=O)cc1,99,101,.,97,109,93,100,103,97
CCCC1OC(c2ccc(C(C)C)cc2)OCC1CC (stereo not drawn),123,97,105,94,98,103,100,100,87
C[C@H]1[C@H](/C=C/c2ccccc2)[C@@H]1CCO,106,106,100,97,92,101,93,107,93
Cc1ccc(Cl)cc1NC(=O)OCCN(C)C(=O)Nc1cc(Cl)ccc1C,101,100,88,86,89,86,81,118,.
CCCCN(CCCC)c1ccc(/C=C/c2ccnc3ccccc23)cc1,89,101,87,69,119,115,119,105,104
O=C(OCC1OC(Oc2ccccc2CO)C(O)C(O)C1O)c1ccccc1 (stereo not drawn),110,105,114,123,90,106,109,112,98
CN(C)C/C=C/C(=O)Nc1cc2c(Nc3ccc(F)c(Cl)c3F)ncnc2cc1OCCOC(F)F,37,2.7*,20,2.2*,2.0*,9.2*,25,20,-26*
N[C@H]1CN(C(=O)c2cc3cc(Br)c(F)c(F)c3[nH]2)C[C@@H]1O,107,103,100,94,90,102,84,118,95
C/C(Cl)=C\COC1=CC(=O)c2ccccc2C1=O,105,109,96,80,104,93,95,.,78
CCN(CC)CC(C)(C)C(O)c1ccc(OC)c2ccccc12 (stereo not drawn),104,95,95,90,98,96,89,101,109
CC(C(=O)O)c1ccc(N2Cc3ccccc3C2=O)cc1 (stereo not drawn),109,101,104,98,90,110,96,109,100
Cn1ccnc1C(=O)/C=C/c1ccc(C(=O)Nc2ccc(F)cc2O)cc1,95,107,90,78,90,61,93,117,93
CO/N=C(/C(=O)NC1C(=O)N2C(C(=O)O)=C(C[N+]3(C)CCCC3)CSC12)c1csc(N)n1 (stereo not drawn),107,103,102,101,102,109,97,114,101
COc1cc2c(c(OC)c1OC)C(=O)CC(c1cccc(NC(=O)c3cc(NC(=O)[C@H](C)NC(=O)OC(C)(C)C)ccc3Cl)c1)O2 (stereo partly drawn),83,56,79,44,75,58,44,77,56
O=C(O)c1ccc(Cl)c([N+](=O)[O-])c1,112,103,113,100,105,119,99,94,93
COc1ccc(Oc2nc(Nc3ccc(N4CCOCC4)cc3)ncc2NC(=O)c2ccc(OC)c(OC)c2)cc1,112,103,106,94,108,88,106,102,104
COc1ccn2c(C(C)=O)cc(C(=O)c3ccc4c(c3)Sc3ccccc3N4)c2c1,4.1*,-0.7*,13,1.4*,43,15,26,-41*,-21*
Cc1cc(-c2ccccc2)n(N)c(=S)n1,105,81,100,33,102,86,100,105,93
Cn1c2c(c3ccccc31)[C@H]1C(=O)N(c3ccccc3)C(=O)[C@H]1C[C@H]2c1ccco1,98,95,88,93,93,96,72,105,84
O=C(O)c1ccc(NCc2cn(-c3ccc(C(F)(F)F)cc3)nc2-c2ccc(C(=O)O)cc2)cc1,103,108,104,109,106,101,111,119,93
Cc1ccc2c(c1)sc(C)[n+]2CCO,111,106,104,94,98,103,100,121,102
O=C(CSc1nc2ccc([N+](=O)[O-])cc2[nH]1)Nc1cccc(C(F)(F)F)c1,14,11,22,13,50,24,11,17,3.4*
CNS(=O)(=O)N1CCc2c(Br)c3c(c(OC)c2C1CCc1ccccc1)OCO3 (stereo not drawn),-68*,-25*,-11*,-17*,4.7*,2.1*,-70*,-51*,-12*
C=CCNC(=S)Nc1cc(C(C)C)c(O)cc1C,106,99,97,93,101,111,94,109,91

# A draw from above in order of molar mass, rising:
SMILES,NCI-H460,HT29,NCI/ADR-RES,HCT-116,NCI-H322M,HCT-15,NCI-H226,COLO 205,NCI-H522
CCCC1OC(c2ccc(C(C)C)cc2)OCC1CC (stereo not drawn),123,97,105,94,98,103,100,100,87
O=C(O)c1ccc(NCc2cn(-c3ccc(C(F)(F)F)cc3)nc2-c2ccc(C(=O)O)cc2)cc1,103,108,104,109,106,101,111,119,93
CN(C)C/C=C/C(=O)Nc1cc2c(Nc3ccc(F)c(Cl)c3F)ncnc2cc1OCCOC(F)F,37,2.7*,20,2.2*,2.0*,9.2*,25,20,-26*

# More results
SMILES,NCI-H460,HT29,NCI/ADR-RES,HCT-116,NCI-H322M,HCT-15,NCI-H226,COLO 205,NCI-H522
C/C(=N\N=C\c1ccc(Cl)cc1)c1nnn(-c2ccc([N+](=O)[O-])cc2)c1C,107,99,104,107,107,100,103,119,98
COc1ccc(Cl)c([N+](=O)[O-])c1,108,107,102,108,99,103,101,116,96
CCCCCCCC/C=C\CCCCCCCCOc1ccccc1CC(=O)NCC[N+]1(C)CCCCC1,50,9.8*,99,48,96,102,67,23,38
CC1CCc2c(sc3nc(SCC(=O)N/N=C/c4ccc(O)cc4)n(-c4ccccc4)c(=O)c23)C1 (stereo not drawn),100,106,94,102,100,98,82,110,91
Cn1ccn(CCCCCCn2ccn(C)c2=S)c1=S,102,110,.,114,101,100,104,112,109
C=C(C)[C@@H]1CC[C@]2(C(=O)O)CC[C@]3(C)[C@H](CC[C@@H]4[C@@]5(C)C[C@@H](CC#Cc6ccc(C(F)(F)F)cc6)[C@H](O)C(C)(C)[C@@H]5CC[C@]43C)[C@@H]12,15,16,76,11,35,36,3.8*,21,-19*
